Bioassay records (PubChem BioAssay)
LYP inhibition: inhibitors of LYP phosphatase, biochemical, fluorescence intensity, uHTS (AID 1779). Tyrosine-protein phosphatase non-receptor type 22 (Homo sapiens). recombinant LYP phosphatase, fluorescence intensity; higher % means a stronger effect. one-dose inhibition, % at 11.5 µM; IC50 in µM for titrated hits. hit rate 0.054% among 290,000; in the data active = inhibition above about 50%;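 also: plate controls were vehicle with enzyme for no effect and no enzyme for full effect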
Lipid droplet: inhibitors of hepatocyte lipid droplet formation, primary screen, imaging, high-throughput imaging, BODIPY stain | inhibition, % at 6.5 µM | hit rate 0.4% among 240,000 | AML12 mouse hepatocytes, oleate lipid droplets | AID 1656, 2009;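 active = lipid droplet intensity inhibited by at least 50%, with more than 500 cells counted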
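Assay system: AML12 mouse liver cells | Compound: 6.5 µM single-point dosing | Schedule: Overnight exposure | Technique: Fluorescence imaging, 20x objective, two fields per well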
GPR35 arrestin U2OS: GPR35 antagonists blocking zaprinast-driven arrestin recruitment, primary screen, imaging, U2OS, beta-arrestin-GFP, zaprinast agonist (AID 2058); G-protein coupled receptor 35 (Homo sapiens); U2OS GPR35 beta-arrestin-GFP translocation imaging, zaprinast antagonism; higher % means a stronger effect; inhibition, % at 10 µM; hits with a dose series show IC50 in µM; hit rate 0.052% among 290,000;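 active = inhibition of at least 50% with at least 30 cells and total cytoplasm GFP at most 10,000,000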
NTR1 ag: agonists of NTR1, primary screen, imaging, U2OS cells, beta-arrestin-GFP, high content (AID 493036); Neurotensin receptor type 1 (Homo sapiens), P30989; NTR1-U2OS beta-arrestin-GFP spot imaging, agonist mode; activation, % at 20 µM; hit rate 0.17% among 330,000;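 active = activation at or above 40% of the spot to cytoplasm intensity ratio, with at least 20 cells analyzed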;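 also: 0% = DMSO without peptide and 100% = 100 nM NTR1 peptide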
Target sequence (P30989 whole entry, looked up): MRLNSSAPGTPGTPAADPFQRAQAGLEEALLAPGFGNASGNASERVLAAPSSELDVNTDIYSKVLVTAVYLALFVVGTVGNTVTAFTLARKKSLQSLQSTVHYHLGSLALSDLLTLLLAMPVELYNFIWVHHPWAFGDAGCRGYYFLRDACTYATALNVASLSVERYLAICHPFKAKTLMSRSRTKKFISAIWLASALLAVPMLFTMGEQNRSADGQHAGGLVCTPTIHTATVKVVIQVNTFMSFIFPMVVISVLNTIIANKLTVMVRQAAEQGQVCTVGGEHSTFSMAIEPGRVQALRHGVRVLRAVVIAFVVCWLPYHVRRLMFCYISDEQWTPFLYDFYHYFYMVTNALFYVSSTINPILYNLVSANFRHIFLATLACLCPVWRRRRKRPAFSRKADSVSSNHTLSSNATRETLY
Large T inhibition: SV40 large T antigen inhibitors, biochemical (AID 1903); SV40 large T antigen ATPase/helicase inhibition assay; higher % means a stronger effect; one-dose inhibition, % at 20 µM; IC50 in µM for titrated hits; hit rate 0.39% among 310,000; in the data active = a potency from the dose series; also: strong numbers were not always called active
GPR55 LPI antagonism: GPR55 antagonists blocking LPI-driven arrestin recruitment, primary screen, imaging, U2OS, beta-arrestin-GFP, LPI agonist (AID 2013); G-protein coupled receptor 55 (Homo sapiens); U2OS GPR55 beta-arrestin-GFP translocation imaging, LPI antagonism; higher % means a stronger effect; one-dose inhibition, % at 10 µM; IC50 in µM for titrated hits; hit rate 0.13% among 290,000;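 active = spots per cell inhibited over 60%, with over 100 cells counted and total cytoplasm intensity under 500,000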;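 also: U2OS cells stably carrying GPR55 and arrestin-GFP stimulated by 5 µM LPI near EC80; imaged beta-arrestin-GFP aggregate spots per cell after agonist stimulation; plate controls were LPI-stimulated DMSO wells for no effect and DMSO wells without LPI for full effect; some results filed as inactive read as strong as hits; confirmed hits need IC50 under 10 µM and bright autofluorescent wells are also inconclusive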
T cell HTS: modulators of CD8 T cell-vesicle binding, primary screen, mouse 2C CD8+ T cells, flow cytometry; calls only at 7 µM; 2C CD8+ T cell-vesicle binding; stronger effect = lower value; hit rate 0.068% among 330,000;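 active = response, share of CD8 T cells binding vesicles, and their 90th percentile fluorescence all below set limits, cut at about 80% in these data, passing the limit was not always enough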
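Incubation: binding step 1.5 h, 37 °C, antibody labelling 20 min, ice; system: murine 2C transgenic CD8+ T lymphocytes; technique: cytometric PE anti-B7-1 and Alexa647 anti-CD8 signals after 1% paraformaldehyde fixation; also added: QL9-charged Drosophila Ld/ICAM-1/B7-1 vesicles; control set: naked versus QL9-loaded vesicles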
GPR55 activation: GPR55 agonists via beta-arrestin recruitment, primary screen, imaging, U2OS cells, beta-arrestin-GFP redistribution (AID 1961); G-protein coupled receptor 55 (Homo sapiens); U2OS GPR55 beta-arrestin-GFP redistribution imaging; higher % means a stronger effect; activation, % at 10 µM; hits with a dose series show EC50 in µM; hit rate 0.048% among 290,000;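 active = activation above 40% with more than 50 cells counted in the well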;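 also: U2OS osteosarcoma cells stably expressing GPR55 and beta-arrestin-GFP; plate controls were DMSO negative control for no effect and LPI positive control for full effect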
Rac1 GTP hydrolysis: MgcRacGAP GTPase-activating activity inhibitors, confirmation, biochemical, ADP Hunter fluorescence. Rac GTPase-activating protein 1 (Homo sapiens). MgcRacGAP-stimulated Rac1 GTP hydrolysis, ADP Hunter fluorescence; higher % means a stronger effect; GST-tagged Rac1 F28L mutant substrate. inhibition, % at 30 µM; hits with a dose series show IC50 in µM. hit rate 0.6% among 340,000;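 active = first-screen hits whose inhibition reached a set limit at any dose in the follow-up dose series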;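 also: fluorescence reports GDP produced by GAP-driven GTP hydrolysis; strong numbers were not always called active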
Lipid droplet cells 6.5 µM: recorded beside Lipid droplet, whose call it bears; cell count; measured here: cell count, cytotoxicity flag;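 cells counted across two imaged fields per well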
T cell HTS vesicle-bound %: also measured in T cell HTS; calls as there; double positive events, %; measured here: CD8+ vesicle-bound cell fraction;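 binding gate set so that unloaded-vesicle control wells show 10% double positive cells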
NTR1 ag cell count 20 µM: further read-out of NTR1 ag, marked with its call; cell count; measured here: cell count, cytotoxicity flag
The depositor's hits bear a star; i = inactive; nt = no result given.

SMILES	LYP inhibition	Lipid droplet	Lipid droplet cells 6.5 µM	GPR35 arrestin U2OS	NTR1 ag	NTR1 ag cell count 20 µM	Large T inhibition	GPR55 LPI antagonism	T cell HTS	T cell HTS vesicle-bound %	GPR55 activation	Rac1 GTP hydrolysis
CCC12OC(=N)C(C#N)(C1C)C(C#N)(C#N)C(c1ccccc1)O2 (centres undefined)	-9%	6	721	-11%	1.6	52	-10%	17%	i	55	0.5%	8%
CCCCCCn1c(=O)[nH]c2c(c1=O)CCC2	-7%	-3	650	9%	1.8	50	13%	1%	i	7	0.0%	-3%
O=C(/C=C\c1cn(-c2ccccc2)nc1-c1ccccc1)Nc1nccs1	-4%	12	646	-10%	4.9	64	15%	7%	i	44	0.0%	8%
Cn1c(=O)[nH]c(=O)c2c1nc(Br)n2C/C=N/Nc1ccccc1	-4%	1	806	-3%	0.6	62	1%	-16%	i	58	-0.3%	4%
C/C(=N/Nc1cc(-c2ccccc2)nc(-c2ccccc2)n1)c1ccc(O)cc1	-8%	-14	671	-5%	54*	45*	9%	13%	i	55	-0.6%	7%
Cc1cccc(NC2=NC(C)(C)N=C(N)N2)c1C	-10%	nt	nt	-2%	-1.8	48	-5%	-8%	i	32	0.2%	7%
O=C(Cn1ccc(=O)[nH]c1=O)Nc1ccc(C(=O)O)c(O)c1	-5%	-7	751	30%	-1.7	46	-1%	4%	i	59	0.6%	nt
C/C(CC(=O)Nc1cccnc1)=N\NC(=O)c1ccc([N+](=O)[O-])c(Cl)c1	-2%	2	717	0%	1.8	36	-9%	6%	i	47	-0.1%	4%
COc1ccc(NC(C)=O)cc1S(=O)(=O)NC(Cc1ccccc1)C(=O)NCc1ccccc1C (centres undefined)	2%	-34	790	4%	-0.2	51	11%	-2%	i	52	-0.2%	3%
COc1cccc(NC(=O)c2cnc[nH]2)c1	-3%	-3	832	3%	-0.9	100	5%	3%	i	18	0.0%	11%
CN(C(=O)c1ccc(S(=O)(=O)N2CCCCC2)cc1)C1CCS(=O)(=O)C1 (centres undefined)	nt	nt	nt	nt	-0.9	51	8%	nt	i	39	nt	5%
COc1ccc(-c2nc3ncccn3c2Br)cc1	-7%	-3	741	0%	2.5	48	7%	-2%	i	29	-0.2%	8%
CC1CCC(NC(=O)COC(=O)CCC(=O)c2ccc(Cl)s2)CC1 (centres undefined)	nt	nt	nt	nt	-1.4	59	16%	nt	i	7	nt	3%
O=C(O)c1ccc(/C=N\Nc2ccc(S(=O)(=O)N3CCOCC3)cc2[N+](=O)[O-])cc1	-3%	0	755	6%	-0.5	44	26%	10%	i	57	-0.1%	0%
CN(CC(=O)Nc1cccc2ccccc12)C(=O)c1cccc(S(=O)(=O)N(C)C)c1	-5%	-30	679	-8%	0.1	64	14%	9%	i	43	0.3%	10%
COc1ccc(NC2CCCN(C(=O)c3cccnc3SC)C2)cc1OC (centres undefined)	-8%	-2	669	-2%	0.3	57	26%	-22%	i	38	-0.1%	19%
COc1cccc(NC(=O)c2ccn(C)n2)c1	-8%	16	754	3%	0.6	98	5%	20%	i	55	-0.4%	2%
CCc1ccc(NC(=O)[C@@H](NC(=O)[C@@H]2Cc3ccccc3CN2)C(C)CC)cc1 (some centres undefined)	-7%	-12	690	6%	0.0	47	2%	8%	i	11	-0.1%	9%
COC(=O)CSc1nnc(-c2ccc3c(c2)OCO3)n1C	-11%	nt	nt	3%	-0.9	95	2%	nt	i	62	-0.1%	10%
CC(=O)N1N=C(c2ccncc2)OC12CCCC2	-8%	4	795	8%	-0.3	35	0%	-2%	i	19	-0.2%	15%
Cc1cccc(-c2noc(CNS(=O)(=O)c3ccccc3)n2)c1	-8%	10	838	-6%	-0.8	54	6%	10%	i	13	0.2%	10%
CC(=O)c1cc2c(cc1NC(=O)c1cccc(S(=O)(=O)N3CCN(C)CC3)c1)OCO2	-7%	20	732	18%	-0.1	59	14%	4%	i	25	-0.1%	3%
CCC(=O)Nc1nnc(S(=O)(=O)N2c3ccccc3CC2C)s1 (centres undefined)	-3%	-3	747	-1%	-3.0	66	nt	-4%	i	31	-0.1%	9%
O=C(COC(=O)CCC(=O)c1cccs1)NC1CC1	-1%	13	667	-6%	0.0	51	9%	9%	i	38	0.5%	1%
CCC(=O)Oc1ccc(-c2nc(-c3cccnc3)no2)cc1	-4%	nt	nt	-7%	-1.9	83	19%	0%	i	38	0.0%	7%

The closing 2 records of the section before are carried over, then new ones follow:
SMILES	LYP inhibition	Lipid droplet	Lipid droplet cells 6.5 µM	GPR35 arrestin U2OS	NTR1 ag	NTR1 ag cell count 20 µM	Large T inhibition	GPR55 LPI antagonism	T cell HTS	T cell HTS vesicle-bound %	GPR55 activation	Rac1 GTP hydrolysis
O=C(COC(=O)CCC(=O)c1cccs1)NC1CC1	-1%	13	667	-6%	0.0	51	9%	9%	i	38	0.5%	1%
CCC(=O)Oc1ccc(-c2nc(-c3cccnc3)no2)cc1	-4%	nt	nt	-7%	-1.9	83	19%	0%	i	38	0.0%	7%
CNC(=O)CSc1nccn1Cc1ccc(Cl)cc1	-3%	15	664	-2%	1.7	46	4%	3%	i	19	-0.5%	-4%
COc1cccc(OC)c1OCCOCCN1CCN(C)CC1	-3%	-1	804	-8%	-1.6	72	7%	-2%	i	34	0.6%	-6%
COCOc1ccc(C=O)cc1OCOC	nt	nt	nt	nt	0.6	83	3%	nt	i	11	nt	10%
COc1ccc(N(CC(=O)N2CCN(c3cccc(C)c3C)CC2)S(=O)(=O)c2c(C)noc2C)cc1	-5%	-34	666	-6%	0.8	48	-7%	14%	i	13	-0.1%	5%
O=C(CSc1n[nH]c(-c2ccc(Cl)cc2Cl)n1)Nc1ccccn1	-9%	14	918	2%	1.8	42	4%	-9%	i	11	-0.2%	8%
COc1ccc2cc3cc(C(=O)NCc4ccccn4)oc3nc2c1	-40%	nt	nt	-3%	-1.3	64	8%	-7%	i	42	-0.1%	2%
COCCCNC(=O)CNC(=S)N(Cc1ccc(F)cc1)C1CCCCC1	-5%	nt	nt	-14%	4.7	53	13%	4%	i	40	-0.1%	5%
Fc1ccccc1C1c2cccn2CCN1C(=S)Nc1ccc(Br)cc1 (centres undefined)	-3%	12	692	-2%	12	58	5%	-6%	i	46	0.5%	-3%
Cc1ccc(CNC(=O)CS(=O)Cc2nc(-c3ccccc3F)oc2C)cc1 (centres undefined)	-10%	-13	732	0%	-0.9	39	6%	16%	i	6	0.2%	6%
N#CC1=C(N)Oc2n[nH]c(-c3ccccc3)c2C1c1ccsc1 (centres undefined)	-1%	-3	715	-2%	7.3	43	26%	6%	i	38	0.0%	1%
CCC(=O)N(Cc1cc(=O)[nH]c2ccccc12)c1cccc(C)c1	0%	nt	nt	26%	1.1	49	7%	12%	i	10	0.1%	26%
Nc1ccc(C(CC(=O)O)n2cccc2)cc1 (centres undefined)	-6%	-4	690	1%	-0.7	53	13%	-3%	i	66	-0.5%	1%
Cc1cc(C)c(C)c(S(=O)(=O)NCCCN2CCCC2=O)c1C	-11%	-1	870	-2%	-1.1	62	9%	12%	i	53	-0.1%	5%
COc1cc(NC(=O)CSc2nc3[nH]ncc3c(=O)n2-c2ccccc2C)cc(OC)c1OC	-1%	-21	729	6%	5.0	79	15%	-4%	i	4	-0.1%	6%
O=C(COc1ccc2ccccc2c1)N/N=C/c1ccccn1	-6%	6	760	15%	2.7	81	nt	23%	i	30	0.9%	6%
Cc1nc2nc(Cc3ccccc3)[nH]n2c(=O)c1Cl	2%	0	839	-7%	-1.7	54	3%	5%	i	3	-0.1%	5%
Nc1ncnc2c1ncn2C1OC(C(=O)NC2CC2)C(O)C1O (centres undefined)	nt	nt	nt	nt	4.3	54	15%	nt	i	18	nt	3%
CC(C)c1nc(SCC(=O)N2CCN(c3ccccc3)CC2)c2c(=O)n(C)c(=O)n(C)c2n1	1%	7	727	9%	22	69	-2%	9%	nt	nt	-0.1%	6%
CCCc1cc(Nc2ccccc2C)n2ncnc2n1	-7%	-13	801	-8%	-0.3	52	6%	0%	i	64	-0.1%	9%
Cn1c(Nc2ccccc2)nc2ccccc21	-11%	-8	883	0%	0.7	48	7%	-6%	i	50	-0.2%	9%
COc1cccc2cc(-c3nc4ccccc4[nH]3)c(=O)oc12	-14%	8	831	9%	-0.6	64	7%	4%	i	27	-0.1%	12%
Cc1ccc(NC(=O)c2ccc3c(c2)S(=O)(=O)c2ccccc2C3=O)cc1S(=O)(=O)N1CCOCC1	2%	-1	686	-5%	4.2	58	14%	-8%	i	18	-0.1%	6%
O=C1CCc2cc(NS(=O)(=O)c3ccccc3)cc3c2N1CC3	nt	nt	nt	nt	0.3	83	16%	nt	i	20	nt	9%
COc1ccccc1C(=O)O/N=C(\N)c1ccc(Cl)cc1	-3%	nt	nt	-3%	2.5	53	2%	-8%	i	56	-0.3%	6%
C/C(=C1/SC(=S)N(CCC(=O)O)C1=O)c1ccc(O)cc1	1%	13	704	-2%	1.0	38	31%	7%	i	7	-0.1%	14%
O=C(Nc1ccccc1)Nc1ncc([N+](=O)[O-])s1	1%	-43	603	1%	14	94	2%	18%	nt	nt	-0.1%	13%
C=CCn1c(SCC(=O)OCc2ccccc2)nc2c1c(=O)n(C)c(=O)n2C	-3%	-3	818	5%	3.6	43	14%	-3%	i	17	-0.1%	6%
Cc1c(C(=O)NCc2cccs2)oc2ccc(Br)cc12	-3%	-2	775	-14%	2.5	83	4%	7%	i	42	0.0%	6%
COc1ccc(C(O)c2nc3ccccc3n2C)cc1OC (centres undefined)	-8%	nt	nt	6%	0.4	48	10%	-3%	i	11	-0.1%	3%
COc1ccc(COC(=O)C2=C(C)NC(=O)NC2c2ccc(O)c(OC)c2)cc1 (centres undefined)	-6%	nt	nt	-3%	-1.5	39	13%	0%	i	14	-0.2%	5%
